Compound activity: PubChem BioAssay, several laboratories
GSTO1 inh = inhibitors of recombinant GSTO1, primary screen, counter-screen for RBBP9 inhibitor project, biochemical, fluorescence polarization | activity-based probe fluorescence polarization | inhibition, % at 5.96 µM | hit rate 1.1% among 300,000;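 active means inhibition above the campaign mean inhibition plus 3 SD, cut at about 35% in these data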;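 further: 0% = GSTO1-1 with DMSO and 100% = wells lacking GSTO1-1 enzyme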
TPT1 inh = Candida albicans TPT1 enzyme inhibitors, primary screen, biochemical, fluorescence polarization | tRNA 2'-phosphotransferase TPT1 (Candida albicans SC5314) | recombinant caTPT1, FP RNA substrate dephosphorylation | inhibition, % at 5 µM | hit rate 0.81% among 300,000 | AID 1962, 2009;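 active means inhibition above the mean of all tested compounds plus 3 SD, set per screening campaign, cut at about 24% in these data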;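 further: plate controls were DMSO alone for no effect and ferristatin control at 100 nM for full effect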
PAD4 inh = human PAD4 inhibitors, primary screen, biochemical, fluorescence polarization, 1536-well format. AID 485272, 2010. inhibition, % at 6.36 µM. hit rate 0.41% among 330,000. recombinant PAD4, RCA probe fluorescence polarization;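 active means percent inhibition above a cutoff equal to the mean of all tested compounds plus 3 SD, cut at about 15% in these data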;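 further: 0% = PAD4 with RCA probe and DMSO and 100% = probe without PAD4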
Target sequence (Q9UM07 whole entry, looked up): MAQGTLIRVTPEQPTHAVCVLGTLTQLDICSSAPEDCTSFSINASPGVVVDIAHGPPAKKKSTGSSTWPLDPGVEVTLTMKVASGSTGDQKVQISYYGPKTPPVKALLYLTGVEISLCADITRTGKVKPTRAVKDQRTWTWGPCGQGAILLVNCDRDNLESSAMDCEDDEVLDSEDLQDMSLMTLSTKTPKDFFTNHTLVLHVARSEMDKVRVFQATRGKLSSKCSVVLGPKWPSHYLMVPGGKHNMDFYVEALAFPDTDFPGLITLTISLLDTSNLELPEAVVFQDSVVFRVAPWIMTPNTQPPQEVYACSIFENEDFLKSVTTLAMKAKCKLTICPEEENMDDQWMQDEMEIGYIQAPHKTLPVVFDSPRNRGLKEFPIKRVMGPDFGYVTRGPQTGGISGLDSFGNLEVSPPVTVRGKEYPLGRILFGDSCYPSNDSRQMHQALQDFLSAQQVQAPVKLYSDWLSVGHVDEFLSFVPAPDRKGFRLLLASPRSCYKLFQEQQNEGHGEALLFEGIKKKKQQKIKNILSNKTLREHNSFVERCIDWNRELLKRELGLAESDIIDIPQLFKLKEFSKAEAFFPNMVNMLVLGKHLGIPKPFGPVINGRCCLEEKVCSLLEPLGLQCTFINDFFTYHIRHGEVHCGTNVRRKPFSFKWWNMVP
Fam108B counter = mouse Fam108B serine hydrolase inhibitors, primary screen, counter-screen for RBBP9 inhibitor project, biochemical, fluorescence polarization; hit rate 0.33% among 300,000; recombinant Fam108B, FP-Rh probe fluorescence polarization; inhibition, % at 9.51 µM;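 active means inhibition above the screen mean inhibition plus 3 SD, computed separately per campaign, cut at about 18% in these data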;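 further: inhibitors lower polarization as less probe binds the enzyme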
MCL1 BIM primary = inhibitors of MCL1 binding to BIM-BH3, primary screen, biochemical, fluorescence polarization. Induced myeloid leukemia cell differentiation protein Mcl-1 (Homo sapiens), Q07820. GST-MCL1 / FITC-Bim-BH3 fluorescence polarization. inhibition, % at 10.9 µM. hit rate 0.68% among 320,000;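 active means inhibition above the mean inhibition of all tested compounds plus 3 SD, set per campaign, cut at about 40% in these data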;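 further: 0% = DMSO wells and 100% = unlabeled Bim-BH3 peptide control; higher means more loss of mP so more displacement of Bim peptide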
MEX-5 binding = MEX-5 zinc finger RNA-binding disruptors – biochemical, C. elegans, fluorescence polarization, MLPCN library, primary screen | AID 1832, 2009 | activity score (negative = inhibition of binding), % at 10 µM | MEX-5/FITC-TCR2 RNA binding; stronger effect = lower value | hit rate 0.38% among 300,000;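 active means inhibition past about -25% in most replicates, and total fluorescence under double the plate's negative control median, limit read from the data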;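 further: 0% = DMSO and -100% = 5 µM competing unlabeled TCR2 RNA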
PME-1 primary = PME-1 inhibitors via competitive probe labeling, primary screen, biochemical, fluorescence polarization, FP-Rh probe, HTS | Protein phosphatase methylesterase 1 (Homo sapiens), Q9Y570 | recombinant PME-1 | inhibition, % at 5.9 µM | hit rate 0.53% among 320,000 | AID 2130, 2009;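 active means inhibition above the campaign mean of all compounds plus 3 SD, cut at about 26% in these data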;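 further: competitive labeling of PME-1 active site by serine hydrolase directed probe; 0% = PME-1 with DMSO and 100% = wells lacking PME-1 enzyme; inhibitors block probe labeling so polarization falls and inhibition rises; many of its hits are not listed in these tables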
GLD-1 TGE inh = GLD-1/TGE RNA complex disruptors, primary screen, biochemical, fluorescence polarization. purified GLD-1 + fluorescein TGE RNA. inhibition, % at 5.96 µM. AID 2280, 2010. hit rate 0.44% among 320,000;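 active means percent inhibition above a per-plate cutoff, the plate mean of test compounds plus 3 SD, cut at about 30% in these data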;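 further: 0% = DMSO wells with GLD-1 and probe and 100% = wells lacking GLD-1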
Bcl-xL primary = inhibitors of human Bcl-xL, primary screen, biochemical, fluorescence polarization, HTS; GST-Bcl-xL / FITC-Bim BH3 peptide fluorescence polarization; inhibition, % at 10.9 µM; hit rate 0.7% among 320,000; AID 2129, 2009;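 active means inhibition above the mean of all tested compounds plus 3 SD, cutoff set per campaign, cut at about 30% in these data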;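 further: 0% = DMSO wells and 100% = unlabeled Bim-BH3 peptide competitor; inhibitors lower millipolarization by displacing the labeled peptide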
Target sequence (Q07817 whole entry, looked up): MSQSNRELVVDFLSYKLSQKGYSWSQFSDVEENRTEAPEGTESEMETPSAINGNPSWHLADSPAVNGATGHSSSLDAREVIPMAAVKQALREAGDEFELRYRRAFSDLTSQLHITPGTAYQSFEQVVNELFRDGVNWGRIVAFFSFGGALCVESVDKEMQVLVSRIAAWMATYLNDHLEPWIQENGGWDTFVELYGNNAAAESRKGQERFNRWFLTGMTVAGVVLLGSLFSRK
* = called active by the depositor.

CCC(O)(CCN1CCCCC1)c1ccccc1 (stereo not drawn) was read as GSTO1 inh -3, TPT1 inh -5, PAD4 inh -1, Fam108B counter -1, MCL1 BIM primary 0, MEX-5 binding -0.3, PME-1 primary -4, GLD-1 TGE inh 1 and Bcl-xL primary 0.
For CCOc1ccc(C(C)=O)cc1CN1C(=O)NC(C)(C2CC2)C1=O (stereo not drawn) the results were GSTO1 inh 6, TPT1 inh 4, PAD4 inh -5, Fam108B counter 2, MCL1 BIM primary -17, MEX-5 binding 2.3, PME-1 primary -4, GLD-1 TGE inh -5 and Bcl-xL primary -10.
For CN1CCN(CCCNC(=O)c2ccc(Cn3c(=S)[nH]c4ccc(Br)cc4c3=O)cc2)CC1 the results were GSTO1 inh -7, TPT1 inh 0, PAD4 inh -6, Fam108B counter -6, MCL1 BIM primary -13, MEX-5 binding -1.4, PME-1 primary -4, GLD-1 TGE inh 2 and Bcl-xL primary -12.
`COC(=O)c1ccc(C(c2c(N)n(Cc3ccccc3)c(=O)n(C)c2=O)N2CCOCC2)cc1` (stereo not drawn) gave GSTO1 inh -5, TPT1 inh 0, PAD4 inh 1, Fam108B counter 1, MCL1 BIM primary -5, MEX-5 binding 1.2, PME-1 primary -4, GLD-1 TGE inh -1 and Bcl-xL primary -1.
C=CC1=C(C(=O)O)N2C(=O)C(NC(=O)Cc3ccccc3)C2SC1 (stereo not drawn) was read as GSTO1 inh 5, TPT1 inh 3, PAD4 inh -7, Fam108B counter 2, MCL1 BIM primary 17, MEX-5 binding -3.3, PME-1 primary -3, GLD-1 TGE inh 7 and Bcl-xL primary 12.
`Cc1ccc(C)c(NC(=O)c2c(Cl)nc3ccccn23)c1` gave GSTO1 inh 9, TPT1 inh -3, PAD4 inh 1, Fam108B counter 3, MCL1 BIM primary 8, MEX-5 binding 1.6, PME-1 primary -1, GLD-1 TGE inh -2 and Bcl-xL primary 7.
COc1ccccc1NC(=O)c1sc2nc(Cc3ccccc3)cc(C(F)(F)F)c2c1N was read as GSTO1 inh -1, TPT1 inh 5, PAD4 inh 0, Fam108B counter -4, MCL1 BIM primary -10, MEX-5 binding -143*, PME-1 primary 3, GLD-1 TGE inh -5 and Bcl-xL primary -6.
For CCCc1n(CC)c2ccccc2[n+]1CC(O)COC1CCCCC1 (stereo not drawn) the results were GSTO1 inh -4, TPT1 inh -3, PAD4 inh 0, Fam108B counter 0, MCL1 BIM primary -17, MEX-5 binding 1.3, PME-1 primary -1, GLD-1 TGE inh 7 and Bcl-xL primary -8.
Screening CNC(=O)c1ccsc1NC(=O)c1ccccc1 returned GSTO1 inh -3, TPT1 inh -6, PAD4 inh 4, Fam108B counter -3, MCL1 BIM primary 11, MEX-5 binding -2.3, PME-1 primary -2, GLD-1 TGE inh 1 and Bcl-xL primary 6.
For C=CCN(C(=O)C1CC(=O)N(C2CCCC2)C1)c1nc(-c2ccc(S(C)(=O)=O)cc2)cs1 (stereo not drawn) the results were PAD4 inh 4, MCL1 BIM primary -12, PME-1 primary 7, GLD-1 TGE inh 1 and Bcl-xL primary -11.
Screening COc1cc(NC(=O)c2ccc(COCC(F)(F)F)cc2)cc(OC)c1OC returned GSTO1 inh -1, TPT1 inh -4, PAD4 inh 1, Fam108B counter 0, MCL1 BIM primary 5, MEX-5 binding -1.3, PME-1 primary 0, GLD-1 TGE inh -5 and Bcl-xL primary 3.
CC(C)(C)NC(=O)COC(=O)Cc1ccc(Cl)cc1 was read as GSTO1 inh 3, TPT1 inh -5, PAD4 inh 4, Fam108B counter -1, MCL1 BIM primary -1, MEX-5 binding -0.2, PME-1 primary -3, GLD-1 TGE inh 3 and Bcl-xL primary 0.
For CC(C)c1ccc(OCC(=O)NNC(=S)NC(=O)C2CC2)cc1 the results were GSTO1 inh 0, TPT1 inh 0, PAD4 inh -5, Fam108B counter -3, MCL1 BIM primary 1, MEX-5 binding 0.0, PME-1 primary 3, GLD-1 TGE inh -4 and Bcl-xL primary 4.
For O=C(Nc1ccccc1)c1cccc(S(=O)(=O)Oc2ccc([N+](=O)[O-])cc2)c1 the results were GSTO1 inh -7, TPT1 inh -4, PAD4 inh 0, Fam108B counter -8, MCL1 BIM primary 9, MEX-5 binding -0.9, PME-1 primary -4, GLD-1 TGE inh 10 and Bcl-xL primary -3.
For O=C(N/N=C/c1c[nH]c2ccccc12)c1ccccc1O the results were GSTO1 inh -1, TPT1 inh -2, PAD4 inh -3, Fam108B counter 0, MCL1 BIM primary 4, MEX-5 binding -3.9, PME-1 primary 2, GLD-1 TGE inh 2 and Bcl-xL primary 8.

The list goes on; it opens with the three that closed the last part.
For CC(C)c1ccc(OCC(=O)NNC(=S)NC(=O)C2CC2)cc1 the results were GSTO1 inh 0, TPT1 inh 0, PAD4 inh -5, Fam108B counter -3, MCL1 BIM primary 1, MEX-5 binding 0.0, PME-1 primary 3, GLD-1 TGE inh -4 and Bcl-xL primary 4.
For O=C(Nc1ccccc1)c1cccc(S(=O)(=O)Oc2ccc([N+](=O)[O-])cc2)c1 the results were GSTO1 inh -7, TPT1 inh -4, PAD4 inh 0, Fam108B counter -8, MCL1 BIM primary 9, MEX-5 binding -0.9, PME-1 primary -4, GLD-1 TGE inh 10 and Bcl-xL primary -3.
For O=C(N/N=C/c1c[nH]c2ccccc12)c1ccccc1O the results were GSTO1 inh -1, TPT1 inh -2, PAD4 inh -3, Fam108B counter 0, MCL1 BIM primary 4, MEX-5 binding -3.9, PME-1 primary 2, GLD-1 TGE inh 2 and Bcl-xL primary 8.
For Cc1cccc(-c2n[nH]c(S(C)(=O)=O)c2C#N)c1 the results were GSTO1 inh 7, TPT1 inh -1, PAD4 inh -2, Fam108B counter 2, MCL1 BIM primary 0, MEX-5 binding -2.7, PME-1 primary -2, GLD-1 TGE inh 2 and Bcl-xL primary 6.
`CC(=O)c1sc(NC(=O)c2cc(S(=O)(=O)N3CCOCC3)ccc2F)nc1C` gave PAD4 inh -2, MCL1 BIM primary 2, PME-1 primary 0, GLD-1 TGE inh 1 and Bcl-xL primary -1.
For CCOC(=O)N1CCC(NC(=O)c2cc(S(=O)(=O)N3CCCC3)cn2C)CC1 the results were GSTO1 inh -2, TPT1 inh 0, PAD4 inh -1, Fam108B counter 0, MCL1 BIM primary 4, MEX-5 binding -2.1, PME-1 primary 1, GLD-1 TGE inh 3 and Bcl-xL primary 6.
COc1ccc(C)cc1-n1nnnc1SCC(=O)N1CCC(C(=O)Nc2nccs2)CC1 was read as GSTO1 inh 8, TPT1 inh 2, PAD4 inh -2, Fam108B counter -5, MCL1 BIM primary -3, MEX-5 binding 0.1, PME-1 primary 10, GLD-1 TGE inh 6 and Bcl-xL primary -3.
For Cc1ccc(CC(CC(=O)O)C(=O)Nc2ccc(Cl)cc2)cc1 (stereo not drawn) the results were GSTO1 inh 11, TPT1 inh 0, PAD4 inh -1, Fam108B counter 0, MCL1 BIM primary 1, MEX-5 binding 1.5, PME-1 primary 1, GLD-1 TGE inh 2 and Bcl-xL primary 7.
COc1ccc(C2=CC(=O)CC(c3ccc(F)cc3)C2)cc1 (stereo not drawn) was read as GSTO1 inh 3, TPT1 inh -1, PAD4 inh 4, Fam108B counter 1, MCL1 BIM primary 2, MEX-5 binding -0.4, PME-1 primary 5, GLD-1 TGE inh -1 and Bcl-xL primary 9.
For O=C(CN1CCCCC1)NCCNC(=O)CN1CCCCC1 the results were GSTO1 inh 3, TPT1 inh -2, PAD4 inh 4, Fam108B counter -1, MCL1 BIM primary 10, MEX-5 binding -1.7, PME-1 primary 3, GLD-1 TGE inh -4 and Bcl-xL primary 3.
For Cc1nc2c(nnn2Cc2ccccc2Cl)c(=O)[nH]1 the results were GSTO1 inh 8, TPT1 inh -1, PAD4 inh 0, Fam108B counter -1, MCL1 BIM primary 12, MEX-5 binding -1.3, PME-1 primary 3, GLD-1 TGE inh -3 and Bcl-xL primary 5.
Screening CCOc1ccc(C(=O)N(CN2CCCC2=O)c2ccc(C)cc2)cc1 returned GSTO1 inh -3, TPT1 inh 5, PAD4 inh -3, Fam108B counter -2, MCL1 BIM primary 3, MEX-5 binding 0.8, PME-1 primary 1, GLD-1 TGE inh 4 and Bcl-xL primary -3.
For CC(/C=N/NC(=O)c1ccc(Cn2cc([N+](=O)[O-])cn2)o1)=C\c1ccccc1 the results were GSTO1 inh -5, TPT1 inh -2, PAD4 inh -5, Fam108B counter -4, MCL1 BIM primary 5, MEX-5 binding 1.2, PME-1 primary 0, GLD-1 TGE inh 6 and Bcl-xL primary 0.
Screening CCC(=O)N1CCc2cc(S(=O)(=O)NCCC(=O)NCc3ccccc3Cl)ccc21 returned GSTO1 inh 7, TPT1 inh -2, PAD4 inh -1, Fam108B counter 2, MCL1 BIM primary 3, MEX-5 binding 1.9, PME-1 primary 7, GLD-1 TGE inh -7 and Bcl-xL primary 9.
Screening O=C(CN1C2=NCCCN2c2ccccc21)c1ccc(Br)s1 returned GSTO1 inh -5, TPT1 inh 3, PAD4 inh -11, Fam108B counter -7, MCL1 BIM primary -9, MEX-5 binding -2.6, PME-1 primary -8, GLD-1 TGE inh -5 and Bcl-xL primary -8.
`Cn1c(=O)[nH]c(=O)c2c1nc(CN1CCN(c3ccccc3F)CC1)n2CCc1ccccc1` gave GSTO1 inh -6, TPT1 inh -2, PAD4 inh -4, Fam108B counter 5, MCL1 BIM primary 0, MEX-5 binding 0.0, PME-1 primary 1, GLD-1 TGE inh -6 and Bcl-xL primary 6.
Screening COC(=O)c1ccc(N2CCCCC2)c(NS(=O)(=O)c2ccc(C)cc2)c1 returned GSTO1 inh 20, TPT1 inh -2, PAD4 inh -1, Fam108B counter 2, MCL1 BIM primary 11, MEX-5 binding 0.9, PME-1 primary -3, GLD-1 TGE inh 1 and Bcl-xL primary 7.
O=C(CSc1nc2ccccc2s1)c1cc2ccccc2o1 was read as GSTO1 inh -11, TPT1 inh 56*, PAD4 inh -18, Fam108B counter -29, MCL1 BIM primary -64, MEX-5 binding 0.6, PME-1 primary -39, GLD-1 TGE inh -49 and Bcl-xL primary -24.
CCOc1ccc(C2NC(=O)NC(C)=C2C(=O)OCc2ccccc2)cc1 (stereo not drawn) was read as GSTO1 inh -12, TPT1 inh 0, PAD4 inh -3, Fam108B counter -1, MCL1 BIM primary -8, MEX-5 binding 2.6, PME-1 primary -3, GLD-1 TGE inh -3 and Bcl-xL primary -2.
Screening CCN(C(=O)CCN1C(=O)c2ccccc2C1=O)C1CCCCC1 returned GSTO1 inh -3, TPT1 inh 2, PAD4 inh 8, Fam108B counter 0, MCL1 BIM primary 4, MEX-5 binding -2.7, PME-1 primary -3, GLD-1 TGE inh 4 and Bcl-xL primary 0.

Only part of the results is shown; the hit share may differ from the screen's.
